S3 lipid droplet = qHTS Assay for Lipid Storage Modulators in Drosophila S3 Cells; 320,000 tested, 0.64% active; AID 2685; Drosophila S3 cells, BODIPY lipid droplet fluorescence, 18-24 h; cells fed with added oleic acid; lipid storage change, negative = inhibition, % at the top dose, mostly 46.1 µM; hits show Potency in µM; active = well fitted inhibition curve with a large enough effect in the signal ratio, with a control signal flat, not every such curve was filed as active; inconclusive = small, poorly fitted or top-dose-only effect, or effect the other way, or a change in a side signal; the % refers to the signal ratio
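Laser-scanning cytometry quantifies lipid droplet accumulation (500–530 nm total intensity; droplet/cell object ratio) in oleic acid-fed (400 uM added) Drosophila S3 cells treated with a concentration series. 20 uM Triacsin C defined 100% inhibition.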
S3 lipid droplet cell count max = further read-out of S3 lipid droplet, marked with its call; cell number change, %; measured here: cell count max response;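 cells counted by Cell Tracker Red CMTPX staining in the red channel; peak over a dose series mostly up to 46.1 µM; percent activity relative to internal control wells on each plate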
Active calls of the source: *; i = inactive; ? = inconclusive; / = not tested or not shown; [ ] = another dose, or the depositor's remark. % is set by controls: 0 for no effect and ±100 for the full control effect; potency is the fitted concentration of half-maximal effect. Some of the compounds tested. The share of hits here may be higher or lower than overall.

Below each SMILES: S3 lipid droplet, S3 lipid droplet cell count max
> O=[N+]([O-])c1ccc(Nc2ccccc2O)c2nonc12
 : ?, /
> CCOC(=O)N1CCC(n2c(SCC(=O)NCCC3=CCCCC3)nc3ccccc3c2=O)CC1
 : ?, /
> Cc1cc(C)cc(N(CC(=O)N2CCN(c3ccccc3)CC2)S(=O)(=O)c2c(C)noc2C)c1
 : ?, /
> CSc1nc(C)cc(OCCO)n1
 : i, -29
> Cc1ccc(-n2ccnc(SCC(=O)NC3CCCC3)c2=O)cc1Cl
 : ?, /
> CC12COC3(C(=O)Nc4ccc(Cl)cn4)CC1CCC32C (configuration not stated)
 : ?, /
> COc1cccc(-c2nc(CS(=O)CC(=O)NC3CCCCC3)c(C)o2)c1 (configuration not stated)
 : 1%, 6
> Cc1ccc2nc(-c3ccc(NC(=O)C4CCCO4)cc3)[nH]c2c1 (configuration not stated)
 : ?, /
> CCOC(=O)c1[nH]c(Cc2[nH]c(C(=O)OCC)c(C)c2CCC(=O)OC)c(CCC(=O)OC)c1C
 : 5%, -25
> COC(=O)C1=CNC=C(C(=O)OC)C1c1cccc2ccccc12
 : ?, /
> Cc1ccc(CNC(=O)C2CCN(C(=O)c3cccc(Cl)c3)CC2)cc1
 : -10%, -21
> COC(=O)COC(=O)c1ccc(-n2nnnc2SC)cc1
 : i, -1
> COc1ccc(OC)c(N=C2SCCCN2C(=O)c2ccc(N3C(=O)CCC3=O)cc2)c1
 : ?, /
> CCc1ccccc1N(C(=O)c1snc(C(N)=O)c1N)C(C(=O)NCC1CCCO1)c1ccc(C)o1 (configuration not stated)
 : i, /
> CCS(=O)(=O)NCc1cn2c(C)csc2n1
 : -14%, -2
> O=C(Nc1nc2c(s1)CCCC2)c1nn(Cc2ccccc2)c(=O)c2ccccc12
 : -12%, 0
> C=CCn1c(N)cc(=O)nc1SCC(=O)N(c1ccccc1)c1ccccc1
 : -7%, 4
> CN(C)C(CNC(=O)CCC(=O)c1ccc(Br)cc1)c1ccccc1 (configuration not stated)
 : ?, /
> CN(C)c1ccc(C(=O)OCC(=O)NCCC2=CCCCC2)cc1
 : i, /
> CC(=O)NC(c1ccc(C)cc1)c1cc([N+](=O)[O-])c2cccnc2c1O (configuration not stated)
 : 16%, 15

Random excerpt: 2 records from the list.
Below each SMILES: S3 lipid droplet, S3 lipid droplet cell count max
> COC(=O)COC(=O)c1ccc(-n2nnnc2SC)cc1
 : i, -1
> O=C(Nc1nc2c(s1)CCCC2)c1nn(Cc2ccccc2)c(=O)c2ccccc12
 : -12%, 0

(list continues)
Below each SMILES: S3 lipid droplet, S3 lipid droplet cell count max
> Cc1sc(NC(=O)CN(Cc2ccc(F)cc2)C(=O)C(C)(C)C)c(C(N)=O)c1C
 : 10%, 2
> O=C(Cc1ccc(S(=O)(=O)N2CCOCC2)s1)Nc1cc(C(F)(F)F)cc(C(F)(F)F)c1
 : ?, /
> O=C(Cn1c(=O)sc2ccccc21)Nc1ccccc1C(=O)O
 : 10%, 6
> O=C(Nc1ccc(S(=O)(=O)Nc2ccccc2F)cc1)N1CCCCC1
 : ?, /
> Nc1cccc2cc(-c3ccccc3)oc12
 : ?, /
> CN(C)C(CNC(=O)c1ccc(NS(=O)(=O)c2ccc3[nH]c(=O)[nH]c3c2)cc1)c1ccccc1 (configuration not stated)
 : ?, /
> COc1ccc(CC(=O)Nc2c(C(=O)N3CCN(c4ncccn4)CC3)oc3ccccc23)cc1OC
 : i, 10
> CCCN(CCC(=O)Nc1cc(OC)cc(OC)c1)CC1CC1
 : 14%, -1
> O=C(O)c1ccccc1C(=O)c1ccc(Cl)cc1
 : -15%, 3
> Cc1c(Nc2nc3ccccc3nc2NS(=O)(=O)c2cccs2)c(=O)n(-c2ccccc2)n1C
 : i, 8
> CSc1nccc(-c2cc(Cl)sc2Cl)n1
 : 11%, 9
> COc1cc(CNc2nc(C)c([N+](=O)[O-])c(C)c2C#N)cc(OC)c1OC
 : ?, /
> Cc1ccccc1Nc1nnc(SCC(=O)Nc2ncc(C(F)(F)F)cc2Cl)s1
 : 18%, 6
> CCCCNC(=O)Nc1ccnn1C1CCCCC1
 : ?, /
> COc1ccc(CNCc2ccc(C)cc2)c(OC)c1
 : -5%, -6
> c1ccc(CSc2nnc(-c3ccccn3)n2-c2ccccc2)cc1
 : ?, /
> COc1ccc(C(=O)N/C(=C\c2ccccc2)C(=O)Nc2ccc(C(=O)NCC(=O)O)cc2)cc1
 : 7%, 26
> CCOc1cccc(C(=O)NC(c2ccccc2)C(C)C)c1 (configuration not stated)
 : ?, /
> CC(C)(CNC(=O)CC1C(=O)NCCN1Cc1cccc(F)c1F)N1CCOCC1 (configuration not stated)
 : i, 29
> c1ccc2c(OCCCCN3CCOCC3)cccc2c1
 : 24%, /

Single records (already shown). Screens in order: S3 lipid droplet	S3 lipid droplet cell count max
Record of COc1ccc(CNCc2ccc(C)cc2)c(OC)c1 : -5%	-6
Record of c1ccc(CSc2nnc(-c3ccccn3)n2-c2ccccc2)cc1 : ?	/
Record of Cc1ccccc1Nc1nnc(SCC(=O)Nc2ncc(C(F)(F)F)cc2Cl)s1 : 18%	6

Additional records follow:
Below each SMILES: S3 lipid droplet, S3 lipid droplet cell count max
> CCOc1ccccc1-n1c(=O)c2ccccc2c2ccccc2c1=O
 : ?, /
> COc1ccc(NC(=O)c2ccccc2NC(=O)c2ccccc2)cc1
 : ?, /
> Cc1ccc(-c2nc3ccccc3n3c(C)nnc23)cc1
 : ?, /
> CCOC(=O)C1=C(COC(=O)c2ccc(Br)o2)NC(=O)NC1C (configuration not stated)
 : -21%, /
> CCCNC(=O)CN1C(=O)COc2ccc(S(=O)(=O)N3CCCCCC3)cc21
 : ?, /
> CCOc1ccc(N2C(=O)Nc3ccccc3C2(O)C(=O)NCc2ccc(F)cc2)cc1 (configuration not stated)
 : ?, /
> CC1CN(S(=O)(=O)c2ccc(C(=O)Nc3ccc(S(=O)(=O)Nc4ncccn4)cc3)cc2)CC(C)O1 (configuration not stated)
 : 8%, -9
> CS(=O)(=O)N(CC(=O)N1CCCCC1)c1cccc(F)c1
 : -14%, 28
> O=Cc1cccn1Cc1ccccc1[N+](=O)[O-]
 : ?, /
> O=C1c2ccccc2C(=O)N1Cc1ccco1
 : 19%, -5
> O=C(Nc1ccccc1)Nc1ccccc1C(=O)NCCCN1CCOCC1
 : 9%, 21
> CCOC(=O)c1ccc(N2C(=O)C(C)=C(C)C2=O)cc1
 : ?, /
> CCC1SC(CC)C(=O)N(CC(=O)NCc2ccc(F)cc2)C1=O (configuration not stated)
 : -7%, 0
> CCOC(=O)[C@H]1NN=C(C(=O)OC)[C@@H]1c1ccccc1
 : -4%, 11
> COc1ccc(-c2cccc(NS(=O)(=O)c3cc([N+](=O)[O-])c(C)c([N+](=O)[O-])c3)c2)nn1
 : i, -19
> CSc1ccc(-c2c(C#N)c(N)nc3c2CCCC3)cc1
 : 8%, 0
> CS(=O)(=O)N1CCc2cc(C(=O)Nc3cccc([N+](=O)[O-])c3)ccc21
 : ?, /
> Cc1oc(C(C)(C)C)cc1C(=O)N1CCN(c2ccc(C(F)(F)F)cn2)CC1
 : ?, /
> CN(C)/N=C/C=C1\CC/C(=C\c2ccc(Br)cc2)C1=O
 : ?, /
> CCOC(=O)c1c(NC(=O)CSc2ncccn2)sc2c1CCN(Cc1ccccc1)C2
 : ?, /
> COc1cc(CNc2ccc(N3CCN(C(C)=O)CC3)cc2)ccc1OCc1ccc(F)cc1
 : ?, /
> O=C(O)CCC(=O)NCc1ccc2[nH]c3c(c2c1)CCCC3
 : i, /
> Cc1c(C)c2cccnc2c2ncccc12
 : ?, /
> Cc1ncc(CN2CCCC(C(=O)Nc3ccc(-n4ccnc4C)cc3)C2)cn1 (configuration not stated)
 : ?, /
> CNC(=O)COC(=O)CCC(=O)c1ccc(Cl)cc1
 : ?, /
> CN(C)CCC=C1c2ccccc2C=Cc2ccccc21
 : 11%, 21
> COc1ccc(OC)c(NC(=O)C2CCN(c3nc(C)cc(C)n3)CC2)c1
 : 13%, 20
> O=C(NC(=S)N1CCCC1)c1ccccc1Cl
 : ?, /
> COc1ccc(N2C(=O)C3CCCN3C2c2ccccc2)cc1 (configuration not stated)
 : ?, /
> CC(=O)NCCC(=O)N(Cc1ccccc1)c1nc2c(C)cccc2s1
 : i, -17
> S=C(NCCc1ccccc1)N/N=C/c1cccc(Cl)c1Cl
 : 11%, -9
> CCn1c(N2CCN(C(=S)Nc3ccc(OC)cc3)CC2)nc2ccccc21
 : ?, /
> COc1ccc(-n2c(SCC(=O)N/N=C/c3ccccc3OCC(=O)O)nc3ccccc3c2=O)cc1
 : i, /
> CC(C)c1ccc(NC(=O)CSc2nc3c(c(=O)[nH]2)CCC3)cc1
 : ?, /
> CCCC[C@H]1COCCS(=O)(=O)N1Cc1cccc(F)c1
 : ?, /
> Cc1ccc(C2OCC3(CO2)COC(c2ccc(C)cc2)OC3)cc1 (configuration not stated)
 : ?, /
> Cc1ccc(SCCNC(=O)/C=C/c2cccc([N+](=O)[O-])c2)cc1
 : ?, /
> Cc1ccc(C(=O)N/C(=C\c2ccc(-c3ccc([N+](=O)[O-])cc3)o2)C(=O)NC2CCS(=O)(=O)C2)cc1 (configuration not stated)
 : -6%, -11
> CS(=O)(=O)N(CC(=O)N1CCCC1)c1cccc(Cl)c1Cl
 : 0%, 10
> COc1ccc(-n2nc(C(=O)NCC(=O)N3CCN(Cc4ccccc4)CC3)c3ccccc3c2=O)c(OC)c1
 : i, 10
> Cc1c(C)n(O)c2ccc3nonc3c12
 : 17%, 6
> C=CCNc1nnc(SCC(=O)Nc2ccccc2OC)c2ccccc12
 : ?, /
> Cc1ccc(CC(=O)Nc2ccc(OC(F)F)c(Cl)c2)cc1C
 : ?, /
> N#C/C(=C/c1ccco1)c1nc2ccccc2s1
 : ?, /
> N#Cc1ccc(CSc2ccc(S(=O)(=O)N3CCCC3)cn2)cc1
 : ?, /
> COc1ccc(NC(=O)CSc2nnc3ccc(-c4cccnc4)nn23)cc1OC
 : ?, /
> CC(=O)Nc1ccc(S(=O)(=O)N2CCC(N3CCCCCC3)CC2)cc1
 : 8%, /
> COc1ccc(S(=O)(=O)N2CCN(CCCOc3ccc(F)cc3)CC2)cc1OC
 : ?, /
> COc1ccc(C(O)(CC(C)C)C(CN2CCOCC2)c2ccccc2)cc1 (configuration not stated)
 : ?, /
> Cc1ccc(C(=O)Nc2ccc3c(c2)C(=O)NC3=O)cc1
 : -3%, 10

Continuation:
Below each SMILES: S3 lipid droplet, S3 lipid droplet cell count max
> C/C(=N\NC(=O)Cn1ccc(C(F)(F)F)n1)c1ccco1
 : ?, /
> [O-]c1c[n+](-c2ccccc2)no1
 : 10%, 4
> NC(=O)c1ccsc1NC(=O)C1CCN(S(=O)(=O)c2cccs2)CC1
 : ?, /
> O=C(CNC(=O)C12CC3CC(CC(C3)C1)C2)OCC(=O)N1CCCCC1
 : ?, /
> O=C(c1ccc2c(c1)OCO2)N1CCc2ccccc21
 : ?, /
> C=C1CCC[C@]2(C)C[C@H]3OC(=O)C(CN4CC(C)OC(C)C4)[C@H]3C[C@@H]12 (some centres not stated)
 : 2%, 8
> CN(C)S(=O)(=O)c1ccc(N2CCOCC2)nc1
 : -3%, -2
> Cc1onc(-c2ccccc2)c1NC(=O)N(CCC#N)Cc1cccs1
 : ?, /
> COc1ccc(Br)cc1/C=C/C(=O)Nc1ccc(C)cc1
 : -1%, 3
> CC(=O)Oc1ccc2c(=O)c(N3C(=O)c4ccccc4C3=O)c(C)oc2c1
 : ?, /
> O=C(Nc1ccccc1N1CCCCC1)c1cnccn1
 : i, /
> CCOc1ccc(NC(c2ccccc2)P(=O)(OC)OC)cc1 (configuration not stated)
 : -2%, 5
> CN(C)CCCN1c2ccccc2Sc2ccc(Cl)cc21
 : ?, 5
> Cc1[nH]c2ccccc2c1C(=O)CSc1ncn[nH]1
 : 0%, -15
> CCCn1c(=O)c(C(=O)Nc2cc(C)ccn2)c(O)c2ccccc21
 : ?, /
> COc1ccc(CC(=O)N/N=C/c2ccc(Cl)s2)cc1OC
 : -6%, -15
> CC1CCCC(NC(=O)c2cccc(N3CCCC3=O)c2)C1C (configuration not stated)
 : ?, /
> COc1ccc(NS(=O)(=O)c2cc3c4c(c2)CCN4C(=O)CC3)cc1OC
 : -22%[0.0737 µM], /
> N#CCCN1CCN(S(=O)(=O)c2ccc(S(=O)(=O)NCC3CCCO3)cc2)CC1 (configuration not stated)
 : ?, /
> CCC(=O)OCCn1c(=O)c2ccccc2c2ccccc2c1=O
 : ?, /
> CCOc1ccc(NC(=O)CCc2nnc3ccc(N4CCC(C)CC4)nn23)cc1
 : ?, /
> O=C(NCCN1CCN(C(=O)c2ccc(F)cc2)CC1)c1ccc(F)cc1
 : ?, /
> COC(=O)c1sccc1NC(=O)COc1ccc(Cl)cc1
 : ?, /
> COc1ccc(C(=O)N/N=C/c2ccc(OC)c(COc3c(F)c(F)cc(F)c3F)c2)cc1
 : ?, /
> COc1cc(C(N)=O)cc(Cl)c1OC
 : -4%, 8
> CN(C)/C=N/c1nc2ccc3c(c2s1)CCCC3
 : ?, /
> Cc1ccc(NC(=O)CN2CCCCCC2)cc1Br
 : ?, /
> Cc1cc(C)c(-c2csc(NC(=O)COC(=O)c3ccc4c(c3)OCO4)n2)c(C)c1
 : 16%, -18
> CCN(c1ccc(OC)cc1)c1ncnc2nc[nH]c12
 : i, /
> O=C(CN1CCC(n2nnc3ccccc32)CC1)NCc1cccs1
 : ?, /
> COc1cccc(NC(=O)c2cccc(C)c2[N+](=O)[O-])c1
 : 1%, 0
> CCOc1ccc2[nH]cc(C(=O)NCc3ccccc3)c(=O)c2c1
 : ?, /
> O=C(NC(=S)Nc1cc(C(F)(F)F)ccc1N1CCOCC1)c1ccc(-c2cccc(Cl)c2)o1
 : 22%, 21
